# Assay outcomes deposited in PubChem BioAssay by several laboratories.
# MEKK2mut PB1 HTS: signal of MEK5 binding to mutant human MEKK2 PB1 domain | bead flow cytometry, Alexa488-MEK5 binding to MEKK2 mutant | percent response, % at 10 µM | 290,000 compounds, 0.35% hits | AID 1530; in the data active = percent response above about 24%, passing the limit was not always enough; also: inactives centre near 1; some results filed as inactive read as strong as hits
# GPR7 antag: blocks human GPR7 receptor signaling; inhibition, % at 4.4 µM; GPR7-expressing cells, fluorescence antagonist assay; 290,000 compounds, 1.1% hits; P48145; in the data active = inhibition above about 16%, passing the limit was not always enough;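 also: cells stimulated with the agonist NPW; 0% = agonist with vehicle and 100% = vehicle without agonist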
# Target sequence (P48145 whole entry, looked up): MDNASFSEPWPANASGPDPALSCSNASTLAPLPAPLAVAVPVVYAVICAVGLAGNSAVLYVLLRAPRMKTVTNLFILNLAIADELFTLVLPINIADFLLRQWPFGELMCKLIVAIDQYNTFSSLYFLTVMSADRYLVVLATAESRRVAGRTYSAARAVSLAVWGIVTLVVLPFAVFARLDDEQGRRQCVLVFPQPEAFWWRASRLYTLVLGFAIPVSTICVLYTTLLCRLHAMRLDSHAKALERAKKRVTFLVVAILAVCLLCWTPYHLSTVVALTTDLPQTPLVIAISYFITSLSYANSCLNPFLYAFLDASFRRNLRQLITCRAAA
# NALP1 yeast inh: blocks the NALP1 inflammasome reconstituted in yeast; S. cerevisiae NALP1/ASC/caspase-1 growth, X-gal OD620, 72 h; inhibition, % at 10 µM; 280,000 compounds, 0.61% hits; AID 2071; in the data active = inhibition mostly above about 24%, no sharp cut-off; inactive = mostly below about 32%; also: some compounds called inactive have numbers as strong as hits
# MEKK2wt PB1 HTS: raises or lowers MEK5 binding to wildtype human MEKK2 PB1 domain. 290,000 compounds, 1.1% hits. AID 1531. binding response (% of control), % at 10 µM. Q9Y2U5. bead flow cytometry, Alexa488-MEK5 binding to MEKK2 WT; actives lie on both sides; in the data active = binding response below about 67% or above about 130%
# GalR3 antag: antagonists of human GalR3; O60755; HEK293 GalR3-CNG cAMP membrane potential fluorescence; galR3 body fused to GalR1 C-terminus; inhibition, % at 3 µM; 360,000 compounds, 0.44% hits;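 active = inhibition above the screen-wide average plus 3 SD, cut at about 13% in these data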;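 also: forskolin and galanin both at EC90 stimulate the cells; cAMP rise reported by CNG channel membrane potential dye signal; 0% = forskolin plus galanin with DMSO and 100% = forskolin alone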
# Target sequence (O60755 1-299 limits assumed): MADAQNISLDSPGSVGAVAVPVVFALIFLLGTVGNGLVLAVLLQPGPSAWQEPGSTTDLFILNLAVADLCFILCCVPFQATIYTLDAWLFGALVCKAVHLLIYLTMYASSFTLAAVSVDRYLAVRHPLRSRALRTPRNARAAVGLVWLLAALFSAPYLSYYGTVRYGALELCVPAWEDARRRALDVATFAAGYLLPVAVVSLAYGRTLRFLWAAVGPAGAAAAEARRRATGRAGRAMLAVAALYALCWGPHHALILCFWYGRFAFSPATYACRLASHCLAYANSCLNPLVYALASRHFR
# M18AAP inhibitor: PfM18AAP enzyme inhibition; recombinant PfM18AAP, H-Glu-NHMec fluorogenic cleavage; inhibition, % at 7.35 µM; 290,000 compounds, 1.2% hits;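 active = inhibition above the campaign mean inhibition over all tested compounds plus 3 SD, cut at about 28% in these data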;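 also: 0% = plate median of test compound wells and 100% = 2 mM ZnCl2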
# OXTR potentiate: potentiates the human oxytocin receptor response; P30559; AID 2445; activation, % at 3 µM; CHO-OTR cells, Fluo-8 calcium fluorescence, potentiator mode; 0% = oxytocin EC15, 100% = EC100; 320,000 compounds, 0.061% hits;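 active = activation above that plate's cutoff, the mean activation of tested compounds plus 3 SD, cut at about 6.6% in these data, passing the limit was not always enough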;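 also: 100% uses oxytocin at 75 nM as the full agonist control; some results filed as inactive read as strong as hits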
# Target sequence (P30559 whole entry, looked up): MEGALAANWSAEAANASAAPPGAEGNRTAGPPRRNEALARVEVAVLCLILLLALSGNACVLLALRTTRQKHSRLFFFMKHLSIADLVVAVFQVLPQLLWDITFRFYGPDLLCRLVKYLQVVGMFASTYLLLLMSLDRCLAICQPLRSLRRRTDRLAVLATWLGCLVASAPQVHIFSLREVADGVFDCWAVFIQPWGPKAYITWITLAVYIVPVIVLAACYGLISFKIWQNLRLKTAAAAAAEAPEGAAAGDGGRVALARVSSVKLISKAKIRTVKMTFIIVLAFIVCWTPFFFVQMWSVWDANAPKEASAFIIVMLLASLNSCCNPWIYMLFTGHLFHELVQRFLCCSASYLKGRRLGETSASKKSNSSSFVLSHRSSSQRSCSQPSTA
#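 Measured by – Fluo-8 calcium dye fluorescence · Test system – human OTR in CHO cells · Dosing – one concentration, 3.0 µM compound · Controls – EC15 oxytocin alone as 0%, 75 nM oxytocin as 100% · Evaluation – normalized max/min fluorescence ratio, % activation · Timing – 6 min pre-incubation, 100 s read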
# OXTR ag: activates the human oxytocin receptor. activation, % at 3 µM. P30559. 320,000 compounds, 0.32% hits. CHO-OTR cells, Fluo-8 calcium fluorescence; normalized: DMSO 0%, oxytocin 100%;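 active = activation above the mean of all tested compounds plus 3 SD, cutoff set per screening run, cut at about 20% in these data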;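 also: peak over basal fluorescence ratio from a 100 s FLIPR kinetic read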
# V1aR counter: V1a receptor agonism, counter-screen for OXTR agonists; P37288; CHO-V1R cells, Fluo-8 calcium fluorescence, agonist mode; 0% DMSO, 100% 3 nM vasopressin; activation, % at 3 µM; 320,000 compounds, 0.25% hits;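 active = activation above the mean activation of all tested compounds plus 3 SD, per screening run, cut at about 20% in these data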;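 also: signal is peak over basal fluorescence ratio across a 100 second FLIPR read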
# An asterisk follows results filed as active; nt = not tested or not shown.
# Keys: A = MEKK2mut PB1 HTS; B = GPR7 antag; C = NALP1 yeast inh; D = MEKK2wt PB1 HTS; E = GalR3 antag; F = M18AAP inhibitor; G = OXTR potentiate; H = OXTR ag; I = V1aR counter
Cc1cccc(/C=N/NC(=O)c2cc(-c3cccnc3)nc3ccccc23)c1
  A = -1	B = 9	C = 9	D = 95	E = 4	F = -7	G = -16	H = -2.4	I = -0.6

COc1cc(C2(c3ccc(O)c(OC)c3)C(=O)Nc3c(Br)cc(Br)cc32)ccc1O
  A = nt	B = nt	C = nt	D = nt	E = -5	F = nt	G = -12	H = 14	I = 10

CC(OC(=O)c1cc2c(ccc3ccccc32)oc1=O)c1nc2ccccc2s1 (stereo not drawn)
  A = 0	B = 4	C = 23	D = 101	E = -3	F = -3	G = -5	H = -0.9	I = -0.3

CN(C(=O)c1cc(S(=O)(=O)N2CCc3ccccc32)cn1C)C1CCCCC1
  A = 2	B = -1	C = 10	D = 96	E = nt	F = 3	G = -5	H = 3.4	I = 5.9

O=C(Nc1nc2ccc(S(=O)(=O)N3CCOCC3)cc2s1)c1cccs1
  A = 11	B = -1	C = 2	D = 102	E = 2	F = 2	G = -6	H = 0.4	I = 1.0

COc1ccc(S(=O)(=O)Cc2ccc(C(=O)NC3CCCC3)o2)cc1
  A = -1	B = -13	C = -4	D = 92	E = 5	F = -3	G = 0	H = -0.5	I = 0.5

N#CCCn1nc(-c2ccc(Br)cc2)cc1Nc1ccccc1NC(=O)C(F)(F)F
  A = -1	B = -4	C = 23	D = 102	E = -5	F = 3	G = -13	H = 9.2	I = 4.9

COc1ccc(S(=O)(=O)CC(=O)Nc2nnc(C(F)(F)F)s2)cc1
  A = 1	B = -29	C = -3	D = 101	E = -4	F = -9	G = -10	H = -0.5	I = 0.6

N/C(=N\OC(=O)COc1ccccc1)c1ccccn1
  A = -1	B = 3	C = 21	D = 89	E = 1	F = -3	G = -6	H = -0.7	I = -0.2

Cc1ccc(-n2c(Cn3nc(C(F)F)cc3C(F)F)n[nH]c2=S)cc1
  A = 9	B = -15	C = -6	D = 109	E = -4	F = 8	G = 2	H = 1.2	I = -0.5

O=C(CCN1C(=O)COc2ccccc21)NCCN1CCN(c2ccccc2F)CC1
  A = 9	B = 8	C = 32*	D = 104	E = -4	F = 2	G = -6	H = -0.5	I = -1.0

Cc1ccc(CC(=O)NCC(C)C)cc1
  A = 1	B = -12	C = 21	D = 103	E = -5	F = 3	G = -2	H = 1.6	I = -0.2

CCOC(=O)CNC(=O)CNC(=O)c1nn(-c2ccc(OC)c(Cl)c2)c(=O)c2ccccc12
  A = -3	B = -3	C = 16	D = 97	E = -6	F = 3	G = -3	H = 0.5	I = 0.6

Nc1n[nH]c(C2CC2)c1N=Nc1ccc(Cl)cc1
  A = 4	B = -6	C = 0	D = 104	E = 6	F = -4	G = -4	H = -0.5	I = -1.6

Cc1cccc(C)c1OCC(=O)NCC1CCCO1 (stereo not drawn)
  A = -4	B = -3	C = 13	D = 97	E = -2	F = -4	G = -1	H = 1.9	I = -0.3

Cc1ccc(CNC(=O)c2ccc(NC(=O)C3=CSCCO3)cc2)cc1
  A = 3	B = -3	C = -6	D = 99	E = 3	F = 1	G = -1	H = 1.9	I = 3.9

COc1ccnc(CN(C)C(=O)C2CCC(=O)N(Cc3cccc(C(F)(F)F)c3)C2)c1 (stereo not drawn)
  A = 3	B = -5	C = -1	D = 101	E = -2	F = 0	G = -7	H = -0.8	I = -0.9

CCn1c(SCC(=O)Nc2ccccc2)nnc1-c1cccs1
  A = 4	B = 6	C = nt	D = 107	E = 0	F = -5	G = -5	H = 1.2	I = -0.3

CCC(C)(C)NC(=O)CN(C(=O)CNS(=O)(=O)c1ccccc1)c1ccccc1
  A = 13	B = -7	C = 17	D = 103	E = 4	F = -1	G = -8	H = 0.8	I = 0.2

COc1ccc(C2C(C(=O)N3CCN(C)CC3)c3ccccc3C(=O)N2C2CCCCC2)cc1 (stereo not drawn)
  A = 0	B = -21	C = 21	D = 100	E = -4	F = 1	G = -7	H = 0.2	I = 0.6

CCCCOC(=O)C1=C(C)Nc2nnnn2C1c1ccc(OC)c(OC)c1OC (stereo not drawn)
  A = -4	B = -18	C = 36	D = 91	E = -2	F = -10	G = 0	H = 0.3	I = 0.1

O=C1CSC(c2cccc([N+](=O)[O-])c2)N1CCN1CCCCC1 (stereo not drawn)
  A = -7	B = 1	C = 17	D = 94	E = -2	F = -8	G = 10	H = 0.6	I = -0.6

Cc1cccc(N2CCN(C(=O)c3ccoc3C)CC2)c1C
  A = -1	B = -2	C = 34	D = 92	E = -3	F = 3	G = -8	H = -1.6	I = 6.2

COCCCNC(=O)CN(CCc1ccccc1)S(=O)(=O)c1ccc(OC)cc1
  A = -13	B = -5	C = -8	D = 90	E = 2	F = -11	G = -3	H = -0.5	I = 0.2

O=C(c1ccco1)N1CCN(CCOc2ccccc2)CC1
  A = 3	B = -1	C = 4	D = 102	E = 0	F = -15	G = -6	H = -1.1	I = 1.3

O=C(NCCCN1CCOCC1)c1ccc(CSc2ccc(Cl)cc2)cc1
  A = -3	B = 11	C = 13	D = 106	E = -4	F = -7	G = -26	H = 10	I = 8.5

Cc1nc(N2CCN(c3ccccn3)CC2)c2c(C)c(C(=O)N3CCN(c4cccc(Cl)c4)CC3)sc2n1
  A = -7	B = 1	C = 24	D = 92	E = -2	F = -5	G = -6	H = -0.4	I = 0.0

Cc1ccc(C)c(N2CCN(S(=O)(=O)c3ccc(-c4ccc(=O)[nH]n4)o3)CC2)c1
  A = -4	B = 1	C = 31	D = 96	E = -4	F = -13	G = -6	H = 0.4	I = -0.7

CC(=O)c1c(C)nc(-c2ccc3c(c2)OCO3)n1O
  A = 2	B = -1	C = 2	D = 100	E = -3	F = -6	G = 1	H = -0.4	I = 0.3

Cc1ccc(N(CC(O)CN2C(=O)NC(C)(C)C2=O)S(=O)(=O)c2ccc(C)cc2)cc1 (stereo not drawn)
  A = -4	B = -10	C = -11	D = 93	E = -6	F = 9	G = -5	H = 1.0	I = -0.5

CC(OC(=O)c1cccc(S(=O)(=O)N2CCCCCC2)c1)C(=O)Nc1ccc(S(N)(=O)=O)cc1 (stereo not drawn)
  A = nt	B = nt	C = nt	D = nt	E = 0	F = nt	G = 1	H = 0.8	I = 0.3

O=[N+]([O-])c1ccc(-c2nnc(-c3ccccc3)c(NCCCO)n2)cc1
  A = -1	B = -11	C = -4	D = 109	E = -2	F = -4	G = 0	H = -0.8	I = 1.7

Cc1cccc2c(=O)cc(C)n(CC(=O)N3CCCCC3)c12
  A = -1	B = -15	C = 2	D = 97	E = -3	F = 8	G = -3	H = 2.0	I = 0.4

COc1ccc(CN(C)CC(=O)Nc2cccc3ccccc23)cc1F
  A = 0	B = -1	C = 14	D = 99	E = -9	F = 3	G = -7	H = -0.8	I = 0.1

Cc1c(Cc2ccccc2)c(=O)oc2c(CN(C)C)c(O)c(Cl)cc12
  A = -2	B = -4	C = 8	D = 102	E = -4	F = 1	G = -13	H = 1.9	I = 5.8

O=C(CCc1nc(-c2ccccc2Cl)no1)NC1CCCC1
  A = 5	B = -10	C = 7	D = 103	E = -1	F = 1	G = -4	H = 0.3	I = 0.6

O=c1[nH]cnc2c1ncn2[C@@H]1O[C@H](COS(=O)(=O)O)[C@@H](O)[C@H]1O
  A = nt	B = nt	C = nt	D = nt	E = -6	F = nt	G = 1	H = 0.6	I = 0.0

COc1ccc(OC)c(NC(=S)N(CCc2c(C)[nH]c3ccc(C)cc23)Cc2cccs2)c1
  A = -3	B = 7	C = 11	D = 103	E = -4	F = -7	G = -8	H = -0.9	I = 1.8

O=C(CCSCCc1ccccn1)Nc1nccs1
  A = 16	B = 1	C = -9	D = 107	E = 1	F = 1	G = 0	H = 0.4	I = -0.3

COc1cccc(C2=NOC(C(=O)NCc3ccc(F)cc3)C2)c1 (stereo not drawn)
  A = nt	B = 12	C = 9	D = nt	E = -2	F = 1	G = -9	H = 4.0	I = 2.1

C/C(=N\NC(=O)c1cccnc1)c1ccc(OC2OCCOC2Oc2ccc(/C(C)=N/NC(=O)c3cccnc3)cc2)cc1 (stereo not drawn)
  A = -6	B = 13	C = 11	D = 94	E = -4	F = -2	G = -3	H = 2.0	I = 3.3

O=C1CS/C(=N\c2ccccn2)N1C1CCCCC1
  A = nt	B = 9	C = 13	D = nt	E = 2	F = 1	G = -10	H = -1.2	I = 0.0

CCc1c(C)nc(SCC(=O)NNC(=O)c2ccco2)[nH]c1=O
  A = 2	B = -10	C = -3	D = 98	E = -7	F = 3	G = 4	H = 0.4	I = 0.0

CC(C)NC(=O)c1ccc(CN2CCC(Cc3ccccc3)CC2)cc1
  A = 0	B = 14	C = 22	D = 103	E = -10	F = 0	G = 1	H = 1.5	I = 5.3

CCOCCCNC(=O)c1cc2c(=O)[nH]c3ccccc3c2s1
  A = 6	B = -7	C = 5	D = 103	E = -3	F = -4	G = 0	H = -0.8	I = 0.2

CN1C2CCC1/C(=C\c1ccccc1F)C(=O)/C2=C/c1ccccc1F
  A = -2	B = 28*	C = 31	D = 97	E = -2	F = -4	G = -3	H = -0.7	I = 0.4

COc1ccc(-c2sc3ccccc3c2C#CCCO)cc1
  A = 0	B = 4	C = 34	D = 96	E = -11	F = -1	G = -10	H = 0.6	I = 0.1

CC(=O)c1ccc(N(C(=O)Cc2c[nH]c3ccccc23)C(C(=O)NC2CCCCC2)c2cccs2)cc1 (stereo not drawn)
  A = 1	B = -9	C = -1	D = 99	E = -4	F = 2	G = 0	H = 1.0	I = 0.5

O=C(C(Cl)Cl)N1CCN(c2ccccn2)CC1
  A = -2	B = 2	C = 27	D = 103	E = -4	F = -3	G = 3	H = 0.4	I = -0.3

COc1ccc(C(=O)Nc2c(Cl)cc(Cl)cc2C(=O)N2CCC(C)CC2)cc1
  A = -2	B = -5	C = 6	D = 96	E = -5	F = 3	G = -2	H = -2.3	I = -1.5

Cc1csc(NC(=O)c2ccoc2C)n1
  A = -5	B = 9	C = nt	D = 89	E = -4	F = 4	G = 4	H = -0.5	I = -0.5

COc1cccc(-n2c(=O)c3c(C)c(C(=O)N(C)C)sc3n(CC(=O)NCC3CCCO3)c2=O)c1 (stereo not drawn)
  A = -12	B = 3	C = 16	D = 81	E = -1	F = 6	G = -14	H = 0.3	I = 0.1

O=C(/C=C/c1ccc(Cl)cc1Cl)n1cccn1
  A = 2	B = 10	C = 20	D = 100	E = -1	F = -5	G = 0	H = -0.9	I = -0.1

# Another view of 5 compounds above.
compound | MEKK2mut PB1 HTS | GPR7 antag | NALP1 yeast inh | MEKK2wt PB1 HTS | GalR3 antag | M18AAP inhibitor | OXTR potentiate | OXTR ag | V1aR counter
O=C(/C=C/c1ccc(Cl)cc1Cl)n1cccn1 | 2 | 10 | 20 | 100 | -1 | -5 | 0 | -0.9 | -0.1
COc1cccc(-n2c(=O)c3c(C)c(C(=O)N(C)C)sc3n(CC(=O)NCC3CCCO3)c2=O)c1 (stereo not drawn) | -12 | 3 | 16 | 81 | -1 | 6 | -14 | 0.3 | 0.1
O=C(C(Cl)Cl)N1CCN(c2ccccn2)CC1 | -2 | 2 | 27 | 103 | -4 | -3 | 3 | 0.4 | -0.3
COc1ccc(C(=O)Nc2c(Cl)cc(Cl)cc2C(=O)N2CCC(C)CC2)cc1 | -2 | -5 | 6 | 96 | -5 | 3 | -2 | -2.3 | -1.5
COc1ccc(-c2sc3ccccc3c2C#CCCO)cc1 | 0 | 4 | 34 | 96 | -11 | -1 | -10 | 0.6 | 0.1

# Rows are unselected; 4.1% or so of the library scored in one or more.
